# Mtb BioA inh = M. tuberculosis BioA enzyme inhibitors, primary screen, biochemical, plate reader, single point, HTS; 7,8-diaminopelargonic acid synthase BioA (Mycobacterium tuberculosis); purified M. tuberculosis BioA enzyme; inhibition, % at 9.99 µM; 0.096% of 360,000 active; in the data active = inhibition above about 40%
# * marks the source's active call; other numbers are inactive results.
SMILES,Mtb BioA inh
Cc1noc(C)c1S(=O)(=O)Nc1ccc2c(c1)C(=O)N([C@H](C)CO)C[C@@H](C)[C@@H](CN(C)S(=O)(=O)c1ccccc1)OCCCC[C@@H](C)O2,0.0
C[C@H]1CN([C@@H](C)CO)C(=O)c2cc(-c3cncnc3)cnc2O[C@H]1CN(C)Cc1ccccc1,-0.1
CN1CCN(C(=O)C[C@@H]2CC[C@H]3[C@@H](COC[C@@H](O)CN3C(=O)C3CCCC3)O2)CC1,-1.2
O=C(C[C@H]1C=C[C@@H](NC(=O)c2cccc(F)c2)[C@@H](CO)O1)NCc1ccccc1,6.7
O=C(C[C@H]1CC[C@@H](NC(=O)Nc2ccc(C(F)(F)F)cc2)[C@@H](CO)O1)NCc1cccc(F)c1,2.4
COc1ccc(S(=O)(=O)N[C@H]2CC[C@H](CC(=O)N3CCN(c4ccccc4)CC3)O[C@H]2CO)cc1,0.0
Cc1ccc(S(=O)(=O)N[C@@H]2C=C[C@H](CC(=O)N3CCc4ccccc4C3)O[C@H]2CO)cc1,3.7
CC(C)NC(=O)Nc1ccc2c(c1)C(=O)N([C@H](C)CO)C[C@H](C)[C@@H](CN(C)S(=O)(=O)c1ccc(Cl)cc1)OCCCC[C@@H](C)O2,-1.5
CCCN(C)C[C@H]1Oc2cc(C#CC(C)(C)O)ccc2S(=O)(=O)N([C@@H](C)CO)C[C@H]1C,2.0
C[C@@H]1CCCCO[C@H](CN(C)C(=O)Nc2ccc(F)cc2)[C@H](C)CN([C@H](C)CO)C(=O)c2cc(NS(=O)(=O)c3cn(C)cn3)ccc2O1,0.5
CC(C)CC#Cc1ccc2c(c1)O[C@H](CN(C)S(=O)(=O)c1ccc(F)cc1)[C@H](C)CN([C@H](C)CO)S2(=O)=O,-0.7
COc1cccc(NC(=O)Nc2ccc3c(c2)C(=O)N(C)C[C@H](OC)[C@H](C)CN(C)[C@H](C)CO3)c1,-0.5
COc1cccc(C(=O)Nc2ccc3c(c2)C(=O)N(C)C[C@@H](OC)[C@@H](C)CN[C@H](C)CO3)c1,-3.0
Cc1ccccc1-c1ccc2c(c1)O[C@@H](CN(C)C(=O)C1CC1)[C@@H](C)CN([C@H](C)CO)S2(=O)=O,2.6
O=C(C[C@@H]1C=C[C@H](NC(=O)c2ccccn2)[C@@H](CO)O1)NCc1cccc(F)c1,-2.5
COc1ccc(NC(=O)N2C[C@@H]3[C@H](c4ccccc42)[C@@H](CO)N3C(=O)C2CCCC2)cc1,0.8
CC=Cc1ccc2n(c1=O)C[C@@H]1[C@@H](CO)[C@H](C(=O)NCc3ccc(F)cc3)[C@H]2N1CCC (mixture of isomers),-3.2
O=C(c1ccc(F)cc1)N1CCCCN2[C@@H](CO)[C@@H](c3ccc(/C=C/c4ccccc4)cc3)[C@@H]2C1,-1.1
C/C=C/c1ccc([C@H]2[C@@H](CNC(C)C)N(Cc3cccnc3)[C@H]2CO)cc1,-4.2
OC[C@@H]1[C@@H](c2ccc(-c3ccccc3)cc2)[C@H]2CN(CCC(F)(F)F)CCCCN12,-0.2
CCC(=O)N(C)C[C@H]1Oc2cc(C#CC3CCCC3)ccc2S(=O)(=O)N([C@@H](C)CO)C[C@@H]1C,-0.7
COc1ccc(CN(C)C[C@H]2Oc3ccc(NC(=O)CCC(F)(F)F)cc3C(=O)N([C@H](C)CO)C[C@H]2C)cc1,2.1
C[C@H](CO)N1C[C@H](C)[C@@H](CN(C)C(=O)Nc2ccc3c(c2)OCCO3)OCc2cn(nn2)CCCC1=O,5.8
COC(=O)C[C@@H]1CC[C@@H]2[C@H](COc3ccc(NC(=O)c4ccc(F)cc4)cc3C(=O)N2C)O1,3.5
C[C@H]1CCCCO[C@H](CN(C)C(=O)C2CCCCC2)[C@@H](C)CN([C@@H](C)CO)C(=O)c2cc(NC(=O)C3CCCCC3)ccc2O1,-0.5
CN1c2ccc(-c3ccccc3)cc2[C@@H]2[C@@H](CCN2C(=O)CC2CC2)[C@H]1CO,-2.2
Cc1ccc(S(=O)(=O)N(C)C[C@@H]2Oc3cc(C#CC4CCCC4)ccc3S(=O)(=O)N([C@@H](C)CO)C[C@@H]2C)cc1,-1.1
COc1cccc(NC(=O)N[C@H]2CC[C@@H](CC(=O)NCc3ccncn3)O[C@H]2CO)c1,3.5
COc1ccc(S(=O)(=O)N[C@@H]2C=C[C@H](CC(=O)NCCc3ccccc3)O[C@H]2CO)cc1,1.7
C[C@@H]1CCCCO[C@H](CN(C)Cc2ccc(C(F)(F)F)cc2)[C@H](C)CN([C@@H](C)CO)C(=O)c2cc(N(C)C)ccc2O1,2.1
CO[C@@H]1CN(C)C(=O)c2cc(NC(=O)C3CCC3)ccc2OC[C@@H](C)N(Cc2ccncc2)C[C@@H]1C,-5.0
O=C(Cc1ccncc1)N[C@@H]1CC[C@@H](CCn2cc(-c3ccccc3F)nn2)O[C@@H]1CO,0.6
C[C@@H]1CCCCO[C@H](CN(C)S(=O)(=O)c2ccc(Cl)cc2)[C@H](C)CN([C@@H](C)CO)C(=O)c2cc(NC(=O)Nc3ccc4c(c3)OCO4)ccc2O1,-1.1
CN1c2ccc(-c3ccccc3F)cc2[C@@H]2[C@@H](CCN2C(=O)CN2CCOCC2)[C@H]1CO,4.3
C/C=C/c1cnc2c(c1)C(=O)N([C@@H](C)CO)C[C@@H](C)[C@H](CN(C)Cc1ccccc1)O2,0.3
CNC(=O)C[C@H]1CC[C@@H]2[C@@H](COc3ccc(NC(=O)NCc4ccccc4)cc3C(=O)N2C)O1,-3.4

# 5 entries from above, arranged by molecular weight, ascending.
SMILES,Mtb BioA inh
C/C=C/c1cnc2c(c1)C(=O)N([C@@H](C)CO)C[C@@H](C)[C@H](CN(C)Cc1ccccc1)O2,0.3
O=C(Cc1ccncc1)N[C@@H]1CC[C@@H](CCn2cc(-c3ccccc3F)nn2)O[C@@H]1CO,0.6
CN1c2ccc(-c3ccccc3F)cc2[C@@H]2[C@@H](CCN2C(=O)CN2CCOCC2)[C@H]1CO,4.3
CNC(=O)C[C@H]1CC[C@@H]2[C@@H](COc3ccc(NC(=O)NCc4ccccc4)cc3C(=O)N2C)O1,-3.4
CO[C@@H]1CN(C)C(=O)c2cc(NC(=O)C3CCC3)ccc2OC[C@@H](C)N(Cc2ccncc2)C[C@@H]1C,-5.0

# Remaining list, next part
SMILES,Mtb BioA inh
COc1ccc(S(=O)(=O)N(C)C[C@@H]2Oc3ccc(NS(=O)(=O)c4cccs4)cc3C(=O)N([C@@H](C)CO)C[C@H]2C)cc1,-0.1
Cc1cccc(S(=O)(=O)N2CCCCN3[C@@H](CO)[C@H](c4ccc(-c5cccnc5)cc4)[C@@H]3C2)c1,-3.5
COc1ccc(CN(C)C[C@@H]2OCCCC[C@H](C)Oc3ccc(NC(=O)Nc4cccc5ccccc45)cc3C(=O)N([C@H](C)CO)C[C@@H]2C)cc1,-4.4
C[C@@H]1CCCCO[C@@H](CN(C)C(=O)Nc2ccc(C(F)(F)F)cc2)[C@@H](C)CN([C@H](C)CO)C(=O)c2cc(NS(=O)(=O)c3ccc(Cl)cc3)ccc2O1,-1.0
C[C@@H]1CN([C@@H](C)CO)C(=O)c2cccc(NC(=O)c3cnccn3)c2O[C@H]1CN(C)S(=O)(=O)c1cn(C)cn1,-2.7
Cc1cc(C)cc(NC(=O)Nc2ccc3c(c2)C(=O)N(C)[C@H]2CC[C@@H](CC(=O)O)O[C@@H]2CO3)c1,-1.2
C[C@H]1CN([C@@H](C)CO)C(=O)c2cc(NC(=O)CCCN(C)C)ccc2O[C@@H]1CN(C)Cc1ccc(-c2ccccc2)cc1,3.4
COc1ccc(CN2[C@@H](CO)[C@@H]3c4ccccc4N(C(=O)c4ccccc4)C[C@@H]32)cc1,-0.2
C[C@H](CO)N1C[C@H](C)[C@H](CN(C)C(=O)Nc2ccc(F)cc2)Oc2ncc(C#C[C@@H](C)O)cc2C1=O,8.1
Cc1noc(C)c1S(=O)(=O)N(C)C[C@@H]1OCCCC[C@H](C)Oc2ccc(NC(=O)NC(C)C)cc2C(=O)N([C@H](C)CO)C[C@@H]1C,1.3
CN(C)C(=O)C[C@H]1C[C@@H]2c3cc(NC(=O)C4CCOCC4)ccc3O[C@@H]2[C@H](CO)O1,-0.9
O=C(NCC1CC1)[C@H]1[C@H](CO)[C@H]2Cn3c(ccc(C4=CCCC4)c3=O)[C@H]2N1Cc1ccccc1F,0.2

# Copied from the list:
# C[C@H](CO)N1C[C@H](C)[C@H](CN(C)C(=O)Nc2ccc(F)cc2)Oc2ncc(C#C[C@@H](C)O)cc2C1=O in Mtb BioA inh reads 8.1
# O=C(NCC1CC1)[C@H]1[C@H](CO)[C@H]2Cn3c(ccc(C4=CCCC4)c3=O)[C@H]2N1Cc1ccccc1F in Mtb BioA inh reads 0.2
# C[C@@H]1CCCCO[C@@H](CN(C)C(=O)Nc2ccc(C(F)(F)F)cc2)[C@@H](C)CN([C@H](C)CO)C(=O)c2cc(NS(=O)(=O)c3ccc(Cl)cc3)ccc2O1 in Mtb BioA inh reads -1.0

# (more compounds)
SMILES,Mtb BioA inh
CC(=O)N1CCCCN2[C@H](CO)[C@@H](c3ccc(-c4ccc(F)cc4)cc3)[C@@H]2C1,5.2
O=C(CCN1CCCCC1)N[C@@H]1CC[C@@H](CCNS(=O)(=O)c2ccc(F)cc2)O[C@@H]1CO,-2.0
O=C(Nc1cc(F)ccc1F)N1CCCCN2[C@H](C1)[C@@H](c1ccc(-c3ccccc3)cc1)[C@@H]2CO,-1.2
O=C(C[C@H]1C[C@H]2c3cc(NC(=O)C4CCOCC4)ccc3O[C@H]2[C@H](CO)O1)NC1CCCCC1,-1.4
C[C@@H]1CN([C@H](C)CO)C(=O)Cc2cc(NS(C)(=O)=O)ccc2O[C@H]1CN(C)S(=O)(=O)c1ccc(F)cc1,3.2
COCC(=O)N(C)C[C@H]1Oc2ncc(C3=CCCCC3)cc2C(=O)N([C@@H](C)CO)C[C@@H]1C,8.2
C[C@@H]1CN([C@H](C)CO)C(=O)c2cccc(NC(=O)NC3CCCCC3)c2O[C@@H]1CN(C)C,-1.6
C[C@H](CO)N1C[C@H](C)[C@@H](CN(C)C(=O)c2ccccc2)OCCCC[C@H](C)Oc2ccc(NC(=O)Nc3ccc(F)cc3)cc2C1=O,-7.0
C[C@@H]1CN([C@H](C)CO)C(=O)Cc2cc(NC(=O)Nc3ccc(C(F)(F)F)cc3)ccc2O[C@@H]1CN(C)S(C)(=O)=O,2.2
COc1ccc(NC(=O)N(C)C[C@@H]2Oc3ccc(NS(=O)(=O)c4c(C)noc4C)cc3CC(=O)N([C@H](C)CO)C[C@@H]2C)cc1,-9.6
C[C@H]1CCCCO[C@@H](CN(C)C(=O)Nc2ccc3c(c2)OCO3)[C@@H](C)CN([C@@H](C)CO)C(=O)c2cc(NS(=O)(=O)c3cn(C)cn3)ccc2O1,-1.4
CCC(=O)Nc1ccc2c(c1)C(=O)N(C)C[C@@H](OC)[C@H](C)CN(Cc1ccc(-c3ccccn3)cc1)[C@H](C)CO2,-1.1
C[C@H](CO)N1C[C@H](C)[C@@H](CN(C)CC2CC2)Oc2ccc(NC(=O)CCN3CCOCC3)cc2CC1=O,0.4
O=C([C@@H]1[C@@H](CO)[C@@H]2Cn3c(cccc3=O)[C@@H]2N1CC1CCCC1)N1CCCCC1,-0.9
C[C@H]1CN([C@@H](C)CO)C(=O)c2cc(-c3ccc(C#N)cc3)cnc2O[C@@H]1CN(C)Cc1cncnc1,-3.4
C[C@@H]1CN([C@@H](C)CO)C(=O)c2cc(NC(=O)c3ccccc3)ccc2O[C@@H](C)CCCCO[C@@H]1CN(C)Cc1ccncc1,4.1
C[C@H](CO)N1C[C@H](C)[C@@H](CN(C)C(=O)Nc2ccc(C(F)(F)F)cc2)Oc2c(NC(=O)c3ccc(-c4nccs4)cc3)cccc2C1=O,-1.1
O=C(C[C@H]1CC[C@H]2[C@@H](COC[C@H](O)CN2Cc2cccc(-c3ccncc3)c2)O1)N1CCN(c2ccccc2)CC1,0.5
C[C@@H]1CCCCO[C@H](CN(C)C(=O)Cc2ccccc2)[C@H](C)CN([C@H](C)CO)C(=O)c2cc(NS(C)(=O)=O)ccc2O1,0.7
C[C@@H]1CN([C@H](C)CO)C(=O)c2cccc(NC(=O)Nc3cccc4ccccc34)c2O[C@@H]1CN(C)C(=O)Nc1ccc(C(F)(F)F)cc1,-0.6
Cc1noc(C)c1NC(=O)Nc1cccc2c1O[C@@H](CN(C)Cc1ccc(C(=O)Nc3ccccc3N)cc1)[C@H](C)CN([C@H](C)CO)C2=O,-7.4
Cc1ccc(-c2ccc3c(c2)O[C@H](CN(C)C)[C@@H](C)CN([C@@H](C)CO)S3(=O)=O)cc1,2.1
C/C=C/c1ccc([C@@H]2[C@H](CO)N[C@H]2CN(CC)C(=O)c2ccccn2)cc1,-4.3
CCCN(C)C[C@H]1Oc2cc(-c3cccc(C#N)c3)ccc2S(=O)(=O)N([C@H](C)CO)C[C@H]1C,1.3

# Some of the entries above in a different format.
compound | Mtb BioA inh
Cc1noc(C)c1S(=O)(=O)N(C)C[C@@H]1OCCCC[C@H](C)Oc2ccc(NC(=O)NC(C)C)cc2C(=O)N([C@H](C)CO)C[C@@H]1C | 1.3
CNC(=O)C[C@H]1CC[C@@H]2[C@@H](COc3ccc(NC(=O)NCc4ccccc4)cc3C(=O)N2C)O1 | -3.4

# The listing continues.
SMILES,Mtb BioA inh
C[C@H](CO)N1C[C@H](C)[C@@H](CN(C)C(=O)CN(C)C)Oc2cc(C#CCN(C)C)ccc2S1(=O)=O,-0.8
COc1ccccc1-c1cnc2c(c1)C(=O)N([C@H](C)CO)C[C@H](C)[C@H](CN(C)Cc1ccccc1)O2,1.0
COc1cccc(S(=O)(=O)N[C@H]2C=C[C@@H](CC(=O)NCc3ccc(F)cc3)O[C@@H]2CO)c1,2.9
C[C@@H]1CN([C@@H](C)CO)C(=O)c2cc(NC(=O)Nc3cccc4ccccc34)ccc2O[C@H]1CN(C)C,1.3
C[C@@H]1CN([C@@H](C)CO)C(=O)c2cc(N(C)C)ccc2O[C@H]1CN(C)Cc1ccc2c(c1)OCO2,1.9
Cc1noc(C)c1S(=O)(=O)Nc1ccc2c(c1)C(=O)N([C@H](C)CO)C[C@H](C)[C@H](CN(C)C(=O)NC(C)C)OCCCC[C@H](C)O2,-1.8
O=C(C[C@@H]1C[C@@H]2c3cc(NS(=O)(=O)c4ccc(F)cc4)ccc3O[C@@H]2[C@@H](CO)O1)N1CCCCC1,0.4
O=C(NCC[C@H]1CC[C@@H](NC(=O)c2ccccc2F)[C@H](CO)O1)c1cnccn1,-7.5

# Source: PubChem BioAssay (Broad Institute)

# These rows are one share of the data (hit frequency here may not be typical).
